High-throughput results (PubChem)
CRFR2-BP ag: CRF-BP/CRF-R2 complex agonism; 350,000 compounds, 0.46% hits; activation, % at 13.2 µM; HEK293 CRF-R2/CRF-BP, calcium dye fluorescence (FLIPR); percent of saturating CRF peptide response; AID 588473;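 active = activation of at least 50%, plus an integration ratio under a set limit after plate pattern correction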;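 also: plate controls were neutral control wells without compound for no effect and CRF at EC100 for full effect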
CRFR2-BP antag: blocks CRF-induced signaling of the CRF-BP/CRF-R2 complex. HEK293 CRF-R2/CRF-BP, CRF-induced calcium fluorescence. inhibition, % at 11.8 µM. 350,000 compounds, 0.59% hits. AID 588475;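 active = inhibition of the ligand-induced calcium signal above about 50% at the single tested concentration, limit read from the data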
GalR3 antag: antagonists of human GalR3; HEK293 GalR3-CNG cAMP membrane potential fluorescence; galR3 body fused to GalR1 C-terminus; inhibition, % at 3 µM; 360,000 compounds, 0.44% hits; AID 651719;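 active = inhibition above the screen-wide average plus 3 SD, cut at about 13% in these data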;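 also: forskolin and galanin both at EC90 stimulate the cells; cAMP rise reported by CNG channel membrane potential dye signal; 0% = forskolin plus galanin with DMSO and 100% = forskolin alone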
SUMO HTRF inh: inhibitors of human SUMOylation (UBC9); HTRF SUMOylation assay, SAE1/SAE2 + UBC9, in vitro; AID 2006; inhibition, % at 35 µM; 290,000 compounds, 0.36% hits; in the data active = inhibition above about 50%, passing the limit was not always enough; also: strong numbers were not always called active
Target sequence (P63279 whole entry, looked up): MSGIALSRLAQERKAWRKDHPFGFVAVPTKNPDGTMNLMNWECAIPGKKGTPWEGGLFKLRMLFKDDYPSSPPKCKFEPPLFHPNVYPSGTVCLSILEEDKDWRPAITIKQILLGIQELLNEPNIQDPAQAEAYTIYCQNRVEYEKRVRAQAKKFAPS
MEKK2 WT-MEK5: raises or lowers MEK5 binding to wildtype human MEKK2 PB1 domain | Q9Y2U5 | bead flow cytometry, Alexa488-MEK5 binding to MEKK2 WT; actives lie on both sides | binding response (% of control), % at 10 µM | 290,000 compounds, 1.1% hits; in the data active = binding response below about 67% or above about 130%
HCV NS3 hel inh: blocks Hepatitis C virus NS3 helicase unwinding; NS3 helicase DNA unwinding, Cy5 molecular beacon fluorescence; inhibition, % at 10.9 µM; 290,000 compounds, 0.56% hits; AID 1800;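 active = inhibition above the mean of all tested compounds plus 3 SD, set per campaign, cut at about 35% in these data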;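 also: 0% = DMSO wells and 100% = thioflavine S control wells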
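System: Hepatitis C virus NS3 helicase domain fragment enzyme | Reagent: Annealed dual-labelled DNA beacon duplex, ATP-started | Compound dosing: 10.9 µM single point, 0.8% DMSO | Incubation: 1 h reaction at 25 °C, ATP-initiated | Technique: Cy5 fluorescence | Evaluation: Percent inhibition from t60/t0 fluorescence ratio | Benchmarks: Low DMSO, high thioflavine S at 110 µM | Replication: Singlicate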
MEKK2 mut-MEK5: signal of MEK5 binding to mutant human MEKK2 PB1 domain; percent response, % at 10 µM; 290,000 compounds, 0.35% hits; bead flow cytometry, Alexa488-MEK5 binding to MEKK2 mutant; in the data active = percent response above about 24%, passing the limit was not always enough; also: inactives centre near 1; some results filed as inactive read as strong as hits
MEKK3 PB1 HTS: MEKK3-MEK5 PB1 interaction, increase or decrease | binding response (% of control), % at 10 µM | Q99759 | bead-based flow cytometry, Alexa488-MEK5 binding to MEKK3; actives lie on both sides; 0 = blocked by unlabeled MEK5, 100 = vehicle | 290,000 compounds, 1.4% hits | AID 1529;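 active = binding response more than 3 SD above or below the average of its plate-row segment, actives on both sides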;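 also: Alexa488 bead fluorescence after subtracting the streptavidin-only scavenger bead signal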
Target sequence (Q99759 whole entry, looked up): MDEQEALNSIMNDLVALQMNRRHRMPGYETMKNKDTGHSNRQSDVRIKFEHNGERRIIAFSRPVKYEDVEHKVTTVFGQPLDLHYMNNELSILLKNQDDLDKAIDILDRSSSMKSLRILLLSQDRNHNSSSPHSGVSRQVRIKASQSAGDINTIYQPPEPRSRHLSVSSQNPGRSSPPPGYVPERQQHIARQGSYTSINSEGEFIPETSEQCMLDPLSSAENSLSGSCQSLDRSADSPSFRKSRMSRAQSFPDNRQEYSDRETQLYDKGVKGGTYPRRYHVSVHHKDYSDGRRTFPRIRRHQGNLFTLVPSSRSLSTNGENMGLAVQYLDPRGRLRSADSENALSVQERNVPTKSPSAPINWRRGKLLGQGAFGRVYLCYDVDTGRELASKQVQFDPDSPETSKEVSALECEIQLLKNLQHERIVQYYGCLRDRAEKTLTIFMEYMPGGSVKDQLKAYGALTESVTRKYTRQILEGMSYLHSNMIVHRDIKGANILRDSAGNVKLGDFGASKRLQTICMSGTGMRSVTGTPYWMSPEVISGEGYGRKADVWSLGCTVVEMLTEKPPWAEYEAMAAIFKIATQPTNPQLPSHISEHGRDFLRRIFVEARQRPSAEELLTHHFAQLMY
FID counter: displaces DNA intercalator in HCV helicase counter-screen | DNA fluorescent intercalator displacement, fluorescence | inhibition, % at 7.9 µM | 290,000 compounds, 0.17% hits; in the data active = inhibition above about 37%;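 also: 0% = vehicle and 100% = reference compound; higher means more ethidium bromide displaced from hairpin DNA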
* hit, by the source's call; i = inactive; · = no result given. A portion of the library (hit frequency here may not be typical).

1: COc1ccc(CC(=O)Nc2cc(C)c3c(=O)oc4ccccc4c3n2)cc1
2: CC1(C)SC(=S)N(NC(=O)Nc2ccccc2)C1N(O)C(=O)Nc1ccccc1 (centres undefined)
3: O=C(NCCCN1CCOCC1)/C(=C/c1cccnc1)NC(=O)c1ccccc1
4: COc1cc(OC)c(OC)cc1/C=N/NC(=O)CC1C(=O)NN=C1C (centres undefined)
5: CCOc1ccc(NC(=NCc2ccc3c(c2)OCO3)SC2CC(=O)N(c3ccc(C(=O)O)cc3)C2=O)cc1 (centres undefined)
6: CCOC(=O)C(C)/C(C)=N/NC(=O)c1cc2ccccc2cc1O (centres undefined)
7: Cn1ncc(C#N)c1/N=C/N1CCOCC1
8: CC(C)NC(=S)N/N=C/c1ccccc1[N+](=O)[O-]

screen / no.,1,2,3,4,5,6,7,8
CRFR2-BP ag,1.7,-1.5,-0.9,-0.3,-0.3,3.1,-2.3,1.0
CRFR2-BP antag,0,-12,23,-7,11,18,26,15
GalR3 antag,8,-5,2,1,-5,-2,-1,-5
SUMO HTRF inh,-2,-8,-23,3,5,17,-8,-8
MEKK2 WT-MEK5,105,96,·,·,96,109,106,106
HCV NS3 hel inh,·,-6,2,-2,-1,33,2,-2
MEKK2 mut-MEK5,0,1,·,·,-2,0,3,0
MEKK3 PB1 HTS,103,103,·,·,101,124,103,107
FID counter,·,-2,-2,-4,-30,-6,1,6

9: N#Cc1cn(CC(=O)N2CCc3ccccc3C2)c2ccccc12
10: COc1ccc(NC2CS(=O)(=O)CC2OC(=O)c2ccc(F)cc2)cc1 (centres undefined)
11: COc1ccc(CNc2ncc(-c3cccc([N+](=O)[O-])c3)n2C)c(OC)c1OC
12: COc1cccc(CN2CCN(c3ncccn3)CC2)c1
13: CN(C)c1nc(Oc2ccc(=O)[nH]n2)nc(N2CCOCC2)n1
14: COc1cccc(N2CCN(S(=O)(=O)c3ccc4c(c3)NC(=O)CS4)CC2)c1
15: CCOC(=O)c1c(N)n(-c2ccc(N)cc2)c2nc3ccccc3nc12
16: CCOC(=O)c1sc(C)c2c1NC1(CCCCCC1)NC2=O

screen / no.,9,10,11,12,13,14,15,16
CRFR2-BP ag,-1.1,-0.9,-1.6,-3.4,0.5,-0.6,-0.1,3.3
CRFR2-BP antag,1,3,1,6,-1,-5,5,-11
GalR3 antag,-5,-1,-14,7,0,-3,-1,-4
SUMO HTRF inh,14,12,5,18,-3,-13,8,5
MEKK2 WT-MEK5,104,98,99,99,101,100,95,99
HCV NS3 hel inh,0,6,-1,-14,3,-9,0,-6
MEKK2 mut-MEK5,2,-3,2,-2,1,0,-2,2
MEKK3 PB1 HTS,93,100,100,100,103,104,90,99
FID counter,-12,1,6,8,-3,-33,-7,3

17: O=C(CN1CCCN(S(=O)(=O)c2ccc(Br)s2)CC1)Nc1ccc(Cl)cc1
18: COc1ccc(NC(=O)CN2C(=O)COc3ccc(S(=O)(=O)N4CCOCC4)cc32)cc1Cl
19: Cc1ccc(C)c(S(=O)(=O)NC(CCC(N)=O)C(=O)O)c1 (centres undefined)
20: CC(C)NCC(O)COc1ccc(CC(N)=O)cc1 (centres undefined)
21: COc1ccc(OC)c(NC(=O)CC2SC(=Nc3ccc(F)cc3)N(CCC3=CCCCC3)C2=O)c1 (centres undefined)
22: CCN(CC)c1ccc(N2C(=O)CSC2=S)cc1
23: O=C(NCC(=O)N(c1ccccc1)C(C(=O)NCC1CCCO1)c1ccccc1)c1cccs1 (centres undefined)
24: COc1ccc(Cc2cc(-c3ccc(F)cc3)n[nH]c2=O)cc1

screen / no.,17,18,19,20,21,22,23,24
CRFR2-BP ag,6.8,0.3,2.5,i,-0.6,2.7,-1.4,-2.2
CRFR2-BP antag,-5,-10,3,i,2,-1,-1,1
GalR3 antag,-8,-1,2,·,-2,1,0,-5
SUMO HTRF inh,8,·,15,-1,1,28,-3,5
MEKK2 WT-MEK5,118,100,99,99,102,84,103,95
HCV NS3 hel inh,1,-10,-6,-8,10,26,-1,-18
MEKK2 mut-MEK5,8,2,-4,1,0,-12,1,-22
MEKK3 PB1 HTS,108,102,100,99,139*,102,102,93
FID counter,-3,-14,5,0,-9,-11,-38,-24

25: COc1cc(NC(=O)C/C(C)=N/NC(=O)C(OC)c2ccccc2)c(OC)cc1Cl (centres undefined)
26: O=C(O)c1ccc(-c2noc(-c3cccc(C(F)(F)F)c3)n2)cc1
27: CCOC(=O)C1=C(Cn2cnc3ccccc32)NC(=O)NC1c1ccc(Cl)cc1 (centres undefined)
28: CC1=[N+]([O-])C(N2CCOCC2)C(O)(c2ccccc2)C1 (centres undefined)
29: Cc1cc(C)cc(NC(=S)N2CC(C)OC(C)C2)c1 (centres undefined)
30: CCNS(=O)(=O)c1ccc2c(c1)NCC2
31: Cc1nc(-c2ccncc2)sc1C(=O)Nc1ccc(Br)cc1
32: CC(=O)Nc1cc2c(cc1C(=O)C(C)C)OCCO2

screen / no.,25,26,27,28,29,30,31,32
CRFR2-BP ag,-1.1,-4.3,0.2,-0.8,-0.2,-2.0,0.1,-0.7
CRFR2-BP antag,-12,34,2,8,13,19,-41,5
GalR3 antag,-5,-3,-7,2,5,-2,0,-2
SUMO HTRF inh,-4,·,6,1,-3,4,-12,21
MEKK2 WT-MEK5,94,95,88,100,95,91,112,108
HCV NS3 hel inh,-1,·,-12,1,-6,16,0,10
MEKK2 mut-MEK5,-2,-5,-6,2,-3,-2,14,9
MEKK3 PB1 HTS,94,99,97,98,98,90,104,106
FID counter,-19,·,-29,1,-9,-13,-3,-2

33: CSc1ccc(CCNS(=O)(=O)c2csc(C(N)=O)c2)cc1
34: O=C(c1ccccc1NS(=O)(=O)c1ccccc1[N+](=O)[O-])N1CCCC1
35: Cc1cccc(NC2=C(NCCO)C(=O)c3ccccc3C2=O)c1
36: CCCOc1ccc(N2C(=O)CC(SCC(N)C(=O)OCC)C2=O)cc1 (centres undefined)
37: CCCc1sc(N/N=C/c2ccccn2)nc1-c1ccc(Br)cc1
38: Cc1ccnc(NC(=O)CCC(=O)N(CC(=O)NC2CCCCC2)c2cccc(C)c2C)c1
39: O=C(CNC(=O)C1CCCCC1)Nc1ccccc1
40: CCCC(C(=O)NC(C)(C)CC)N(Cc1ccco1)C(=O)CNS(=O)(=O)c1ccccc1 (centres undefined)

screen / no.,33,34,35,36,37,38,39,40
CRFR2-BP ag,-0.6,0.6,-2.0,0.1,-1.0,-0.4,-0.1,-1.1
CRFR2-BP antag,0,-2,3,-6,5,-4,17,0
GalR3 antag,12,-3,-6,0,2,3,-4,-9
SUMO HTRF inh,15,19,54,-1,13,3,-8,2
MEKK2 WT-MEK5,101,103,93,104,99,103,110,97
HCV NS3 hel inh,-6,6,-5,-7,13,8,0,15
MEKK2 mut-MEK5,3,5,-2,15,-2,2,-1,1
MEKK3 PB1 HTS,101,103,97,103,98,106,108,104
FID counter,-6,-9,8,-11,-1,-4,-1,-34

41: Cc1cc(C)n(-c2ccc(NC(=O)C3CCN(Cc4ccccn4)CC3)cc2)n1
42: O=C(CSc1nc(N2CCCCC2)nc(N2CCCCC2)n1)Nc1nccs1
43: C=CCNC(=O)c1cc(C(=O)C(C)c2ncc(C(F)(F)F)cc2Cl)c[nH]1 (centres undefined)
44: O=C(Nc1cnn(Cc2ccc(Cl)cc2)c1)c1cccs1
45: COc1ccc(C(C(=O)NCCC(C)C)N(CCN2CCOCC2)C(=O)Cn2nnc3ccccc32)c(OC)c1 (centres undefined)
46: CCN1CC(CN(C)Cc2nc(-c3ccc(Cl)cc3)no2)CC1=O (centres undefined)
47: O=C(COc1ccc(Br)cc1)NCc1cn2ccccc2n1
48: COc1cccc(NC(=O)CCNS(=O)(=O)c2ccc3c(c2)CC(C)N3C(=O)C2CC2)c1 (centres undefined)

screen / no.,41,42,43,44,45,46,47,48
CRFR2-BP ag,0.0,1.0,-0.9,-7.9,-0.9,4.0,0.5,2.2
CRFR2-BP antag,4,-17,-22,4,3,-3,-12,-3
GalR3 antag,-3,2,-6,-3,4,0,-3,-8
SUMO HTRF inh,0,-3,5,-13,0,12,-19,16
MEKK2 WT-MEK5,99,97,85,104,103,99,98,100
HCV NS3 hel inh,-1,-5,3,-6,6,-5,7,8
MEKK2 mut-MEK5,-7,-7,-15,0,1,-6,-3,2
MEKK3 PB1 HTS,101,100,90,100,97,100,94,101
FID counter,-3,1,-17,-9,-12,-28,-7,-25

49: CC1(C)CC(N2CCCCC2)=CC(=[N+]2CCCCC2)C1
50: O=C1N(c2ccccc2)CCN1c1ccccc1
51: O=C(CN1C(=O)NC(Cc2ccccc2)C1=O)NC(=O)NC1CCCCC1 (centres undefined)
52: C(=N\Nc1cc(N2CCCCC2)ncn1)/c1ccco1
53: COCCNC(=O)c1ccc(N2CC3CC(C2)c2cccc(=O)n2C3)c(NC(=O)c2ccc(F)cc2)c1 (centres undefined)
54: COC(=O)c1c(NC(=O)C2CC=CCC2C(=O)O)sc(C)c1C (centres undefined)
55: O=C(COC(=O)/C=C/c1ccc(Cl)cc1Cl)NCc1ccco1
56: CCCn1nc(C(=O)NCc2ccccn2)c2ccccc2c1=O

screen / no.,49,50,51,52,53,54,55,56
CRFR2-BP ag,-0.9,0.4,-0.1,-2.7,0.6,1.5,-2.3,-1.4
CRFR2-BP antag,9,6,-10,13,-18,5,0,-1
GalR3 antag,47*,-8,-7,-2,-1,-2,5,-4
SUMO HTRF inh,3,8,-1,1,·,22,10,2
MEKK2 WT-MEK5,99,106,100,105,100,104,85,109
HCV NS3 hel inh,9,8,-9,3,3,2,2,-10
MEKK2 mut-MEK5,-10,2,-1,4,3,9,-5,8
MEKK3 PB1 HTS,106,103,92,105,101,103,100,105
FID counter,-2,0,-27,-10,-25,-26,-15,-6

From compound 52 as far as 56, as listed above:
52: C(=N\Nc1cc(N2CCCCC2)ncn1)/c1ccco1
53: COCCNC(=O)c1ccc(N2CC3CC(C2)c2cccc(=O)n2C3)c(NC(=O)c2ccc(F)cc2)c1 (centres undefined)
54: COC(=O)c1c(NC(=O)C2CC=CCC2C(=O)O)sc(C)c1C (centres undefined)
55: O=C(COC(=O)/C=C/c1ccc(Cl)cc1Cl)NCc1ccco1
56: CCCn1nc(C(=O)NCc2ccccn2)c2ccccc2c1=O

screen / no.,52,53,54,55,56
CRFR2-BP ag,-2.7,0.6,1.5,-2.3,-1.4
CRFR2-BP antag,13,-18,5,0,-1
GalR3 antag,-2,-1,-2,5,-4
SUMO HTRF inh,1,·,22,10,2
MEKK2 WT-MEK5,105,100,104,85,109
HCV NS3 hel inh,3,3,2,2,-10
MEKK2 mut-MEK5,4,3,9,-5,8
MEKK3 PB1 HTS,105,101,103,100,105
FID counter,-10,-25,-26,-15,-6
